TAAR1 antagonist: human TAAR1 antagonism | actives 1.5% (n = 360,000) | inhibition, % at 3 µM | Q96RJ0 | AID 624466 | CHO RD-HGA16 TAAR1, Fluo-8 calcium fluorescence, antagonist;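 active means inhibition above a per-plate cutoff, the mean inhibition of test compounds on that plate plus 3 SD, cut at about 49% in these data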;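 further: 0% = DMSO plus EC80 beta-PEA response and 100% = DMSO alone without agonist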
Target sequence (Q96RJ0 whole entry, looked up): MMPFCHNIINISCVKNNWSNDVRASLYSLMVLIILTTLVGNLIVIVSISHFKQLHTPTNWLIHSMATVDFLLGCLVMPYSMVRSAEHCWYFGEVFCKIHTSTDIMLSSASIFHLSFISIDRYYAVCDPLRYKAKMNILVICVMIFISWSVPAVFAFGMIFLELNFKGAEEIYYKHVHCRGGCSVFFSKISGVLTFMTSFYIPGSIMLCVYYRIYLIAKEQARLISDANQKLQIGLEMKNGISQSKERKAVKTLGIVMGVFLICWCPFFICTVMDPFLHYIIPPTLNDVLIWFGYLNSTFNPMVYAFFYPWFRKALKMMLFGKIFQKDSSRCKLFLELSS
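Material: RD-HGA16 CHO cells with stable hTAAR1 and Gα16; Dosing: single nominal final test compound concentration of 3 µM; Schedule: seeding 17-24 h prior, 75-min 37 °C, 30-min RT dye loading; Detection: kinetic Fluo-8 calcium fluorescence measurement; Measure: % inhibition from peak post-agonist over basal fluorescence ratio; Benchmarks: vehicle and agonist controls.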
V1R ag counter: V1a receptor agonism, counter-screen for OXTR agonists; P37288; CHO-V1R cells, Fluo-8 calcium fluorescence, agonist mode; 0% DMSO, 100% 3 nM vasopressin; activation, % at 3 µM; actives 0.25% (n = 320,000);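 active means activation above the mean activation of all tested compounds plus 3 SD, per screening run, cut at about 20% in these data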;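 further: signal is peak over basal fluorescence ratio across a 100 second FLIPR read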
Target sequence (P37288 whole entry, looked up): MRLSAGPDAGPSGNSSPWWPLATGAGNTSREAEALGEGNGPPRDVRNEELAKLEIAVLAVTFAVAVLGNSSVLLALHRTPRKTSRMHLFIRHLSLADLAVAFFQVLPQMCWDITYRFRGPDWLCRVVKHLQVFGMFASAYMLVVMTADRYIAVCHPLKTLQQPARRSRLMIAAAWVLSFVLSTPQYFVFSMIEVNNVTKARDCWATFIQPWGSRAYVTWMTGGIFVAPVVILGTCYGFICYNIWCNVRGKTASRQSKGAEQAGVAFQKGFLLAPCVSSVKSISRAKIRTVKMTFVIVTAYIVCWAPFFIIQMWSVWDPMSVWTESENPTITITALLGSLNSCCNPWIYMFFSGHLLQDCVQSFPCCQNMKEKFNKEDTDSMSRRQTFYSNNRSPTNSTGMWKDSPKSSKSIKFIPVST
OXTR potentiator: human OXTR potentiation; P30559; CHO-OTR cells, Fluo-8 calcium fluorescence, potentiator mode; 0% = oxytocin EC15, 100% = EC100; activation, % at 3 µM; actives 0.061% (n = 320,000); AID 2445;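 active means activation above that plate's cutoff, the mean activation of tested compounds plus 3 SD, cut at about 6.6% in these data, passing the limit was not always enough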;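 further: 100% uses oxytocin at 75 nM as the full agonist control; some results filed as inactive read as strong as hits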
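Assay system: CHO cell line stably expressing human OTR | Also added: Oxytocin at about EC15, sub-maximal agonist stimulus | Times: Compound 6 min at room temperature before oxytocin, 100 s read | Measured by: Fluo-8 intracellular calcium fluorescence, ex 470-495, em 515-575 nm | Controls: EC15 oxytocin alone as 0%, 75 nM oxytocin as 100%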
CHO-K1 Ca PAM: counter-screen for M1 PAMs: effect in parental CHO-K1 cells; actives 0.02% (n = 360,000); activation, % at 3 µM; ATP EC20, Fluo-8 calcium fluorescence; 0% at ATP EC20, 100% at ATP max; AID 602247;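 active means activation above the run cutoff, the mean activation of all test compounds plus 3 SD, cut at about 40% in these data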;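 further: peak over basal fluorescence ratio in a 140 s read after ATP addition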
GPR7 antag: antagonists of human GPR7 (neuropeptides B/W receptor 1); GPR7-expressing cells, fluorescence antagonist assay; actives 1.1% (n = 290,000); inhibition, % at 4.4 µM; AID 1861; P48145; in the data active means inhibition above about 16%, passing the limit was not always enough;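 further: cells stimulated with the agonist NPW; 0% = agonist with vehicle and 100% = vehicle without agonist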
CHO parental Ca: signal in parental CHO cells, OX1R antagonist counter-screen; parental CHO-K1, ATP-induced calcium, Fluo-8 fluorescence; inhibition, % at 5.6 µM; actives 0.63% (n = 330,000); AID 463079;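 active means inhibition above that plate's mean sample inhibition plus 3 SD, cut at about 26% in these data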;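 further: 0% = ATP-challenged DMSO wells and 100% = DMSO wells without ATP; some compounds past the cut are filed as inactive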
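Material: Parental CHO cells | Reagent: ATP | Compound dosing: Single nominal dose of 5.6 µM per compound | Detection: Intracellular calcium via Fluo-8 no-wash fluorescent dye | Read-out: % inhibition of ATP-induced calcium mobilization | Benchmarks: Low control ATP plus DMSO, high control DMSO only | Replicates: Singlicate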
CHO-K1 Ca antag: counter-screen for M1 antagonists: effect in parental CHO-K1 cells; ATP-induced calcium, Fluo-8 fluorescence; inhibition, % at 3 µM; actives 0.6% (n = 360,000); AID 602250;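 active means inhibition above a per-plate cutoff, the plate's mean sample inhibition plus 3 SD, cut at about 24% in these data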;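 further: 0% = DMSO plus EC80 ATP and 100% = DMSO alone without ATP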
OXTR agonist: human OXTR agonism; AID 2435; CHO-OTR cells, Fluo-8 calcium fluorescence; normalized: DMSO 0%, oxytocin 100%; actives 0.32% (n = 320,000); activation, % at 3 µM; P30559;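 active means activation above the mean of all tested compounds plus 3 SD, cutoff set per screening run, cut at about 20% in these data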;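 further: peak over basal fluorescence ratio from a 100 s FLIPR kinetic read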
CHO-K1 Ca ag: counter-screen for M1 agonists: effect in parental CHO-K1 cells | Fluo-8 calcium fluorescence; scaled to maximal ATP response, vehicle zero | activation, % at 3 µM | actives 0.48% (n = 360,000); in the data active means activation above about 15%;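 further: untransfected CHO-K1 host cells lacking M1 receptor as counterscreen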
* hit, by the source's call; nt = no result given. An unsorted share of the library. About 3.5% of those tested had a hit in this group.

The line under a structure holds: V1R ag counter, CHO-K1 Ca PAM, CHO parental Ca, OXTR potentiator, CHO-K1 Ca antag, TAAR1 antagonist, OXTR agonist, GPR7 antag, CHO-K1 Ca ag
CC(=O)Nc1ccc(NC(=O)CCn2c(=O)oc3ccccc32)cc1
    0.0, -1, -2, 1, 8, nt, 1.1, -16, -0.7
COCCn1c(C)cc(C(=O)CSc2cc(C)c3ccccc3n2)c1C
    -0.4, -10, 6, -11, 20, 14, -0.6, -12, 0.1
O=c1/c(=C/c2ccco2)sc2n1CN(c1cccc(Br)c1)CN=2
    0.6, 11, 6, -9, -5, 19, 0.0, -7, 0.6
COc1ccc(-c2csc(NC(=O)C3CSC4(C)CCC(=O)N34)n2)cc1OC (stereo unspecified)
    0.2, 1, -10, 2, -7, -4, 0.4, nt, 0.3
COc1ccc(S(=O)(=O)N(C)c2ccc(C(=O)NCC3CCCO3)cc2)cc1OC (stereo unspecified)
    1.1, 0, -10, 14*, 9, -17, 1.7, -14, 0.5
CC(=O)Nc1nc2ccc(Br)cc2s1
    0.0, 17, 10, -6, -17, -9, 0.2, 1, 1.2
Cc1cccc(N(NC(=O)C(C)(C)O)C(=O)c2ccccc2)c1
    0.2, 15, -25, -2, -6, 2, 0.9, 4, 0.5
CCC1(C)NC(=O)N(/N=C/c2cc(OC)c(O)c(OC)c2)C1=O (stereo unspecified)
    1.0, -6, -10, 1, -7, -17, 1.2, -18, 0.1
CCOc1cc(Br)c(/C=C2/C(=O)N(C)C(=S)N2CC(=O)OC)cc1OC
    -0.6, 16, -13, -3, -6, -4, -1.9, -5, 0.8
CC(OC(=O)C1=COCCO1)C(=O)c1ccc(C(C)(C)C)cc1 (stereo unspecified)
    nt, 8, nt, nt, -5, -30, nt, nt, 2.3
Oc1ccc(N=C/C=C/c2ccc(Br)cc2)cc1-c1nc2ccccc2s1
    -0.1, nt, -1, 0, nt, nt, 0.7, 0, nt
Nc1[nH]c(N=NC(=O)c2ccccc2O)c2ccccc12
    0.6, 12, -2, 1, -6, 7, -0.2, -2, -0.2
CS(=O)(=O)c1ccc(Cl)c(NC(=O)COC(=O)c2ccc(-n3cnnn3)cc2)c1
    0.4, -8, 0, -5, 4, -15, 0.4, nt, 0.4
Cn1c(-c2ccsc2)c(-c2cccs2)c2cc(-c3ccc4[nH]ccc4c3)ccc21
    0.0, 5, -21, 3, -11, -7, 0.2, nt, 0.8
COc1cccc(C2c3c(-c4ccccc4)n[nH]c3C(=O)N2c2ccc(C(=O)O)cc2)c1 (stereo unspecified)
    0.0, 24, 5, 8, -10, -18, 1.4, -11, 0.6
C=CCc1cccc2cc(C(=O)Nc3ccc(CC(=O)O)cc3)c(=O)oc12
    0.4, 10, -10, 1, -7, 5, 0.1, 1, 0.7
Cc1onc(-c2c(Cl)cccc2Cl)c1C(=O)NNc1ccccc1
    -0.2, 7, -18, -8, 3, 0, -0.6, -3, 3.1
O=S(=O)(CCN1CCN(c2ccccc2O)CC1)c1ccc(Cl)cc1
    nt, 8, nt, nt, -11, -4, nt, nt, 3.3
COc1cccc(COC(=O)C2CC(=O)N(Cc3ccccc3)C2)c1OC (stereo unspecified)
    nt, 8, nt, nt, -1, -2, nt, nt, 1.3
COCCn1c(C)cc(C2=NNC(=NC3CC3)SC2)c1C
    0.0, 14, -5, 1, -13, -28, 0.8, -9, 1.7
COC(=O)CN1C(=O)C(C)(C)Oc2ccc(C(=O)Nc3ccccc3F)cc21
    0.8, -3, -2, -2, 10, 1, 1.0, -2, 1.1
CCOc1ccc(-c2nc(CSc3nnc(N)s3)cs2)cc1
    0.5, 12, -9, -2, -12, 2, -0.2, -5, 0.1
Cc1ccc(NC(=O)/C(C#N)=C/c2cccs2)c(C)c1
    0.7, 13, -8, -1, -18, 9, 0.0, 6, 0.8
O=[N+]([O-])c1ccc(N2CCN(CCO)CC2)c2ncccc12
    -0.6, 12, 1, -7, -1, 7, 0.0, 2, 0.5
O=S(=O)(Nc1cccc(-c2cn3c(n2)SCC3)c1)c1ccccc1F
    2.7, -3, -5, -10, -1, -13, 0.6, 5, 0.5
Cc1oc(-c2ccccc2F)nc1CS(=O)(=O)CC(=O)NCc1ccccc1Cl
    -0.5, -12, -12, -8, 16, -33, -1.6, 4, -0.1
O=C(CSCc1ccco1)c1ccc(Cl)s1
    -1.1, nt, -12, -5, nt, nt, -1.8, -16, nt
O=C1C2C3C=CC(C2C(=O)N1CCCO)C1C2C(=O)N(CCCO)C(=O)C2C31 (stereo unspecified)
    0.5, 0, -2, -1, 0, 11, 0.5, -4, 0.7
Cc1nc2ccccn2c1C(=O)N/N=C/c1ccccc1
    0.9, -14, -9, -11, 18, -21, 0.0, -10, 0.0
O=C(O)c1ccccc1N1C(=O)C2C3c4ccccc4C(Br)(c4ccccc43)C2C1=O (stereo unspecified)
    0.6, 5, 1, -5, 5, -22, 0.6, 10, -0.4
CCCCCc1c(C)nc(Nc2ccccc2)[nH]c1=O
    5.8, 14, 14, -31, 0, -1, 4.2, -7, 0.7
CC(C)c1ccccc1NC(=O)c1ccco1
    -0.7, 13, -4, -1, -13, -1, 0.5, -7, 0.4
O=C1CCC(C(=O)Nc2ccccc2N2CCCC2)=NN1
    -0.9, -12, -3, -1, 1, -10, 0.2, nt, -0.1
CCCC(=O)NC(c1ccc(OC)cc1)c1ccc2cccnc2c1O (stereo unspecified)
    -0.7, 8, -21, -6, -16, -17, -0.5, 2, 4.5
Cc1ccc(NS(=O)(=O)c2cccc(C(=O)N3CCOCC3)c2)cc1
    0.5, 12, -10, -5, -8, -18, -0.3, -1, 0.5
O=C(NCc1nc2ccccc2[nH]1)C1=C[C@@H](C2CCCCC2)C[C@@H](OCCCCO)O1
    0.1, 10, -25, -10, -10, -7, 0.2, nt, 0.2
COc1cccc(NC(=O)C2CCCN(S(C)(=O)=O)C2)c1 (stereo unspecified)
    1.9, 6, -3, 2, 0, 2, 0.9, 1, -0.7
CCOc1ccc(NC(=O)CSc2cn[nH]n2)cc1
    -0.1, -12, -5, -18, -1, -35, 0.5, nt, 0.5
COc1cc(-c2noc(C)c2C(=O)NCCO)cc(OC)c1OC
    0.8, 10, 2, 7, -9, 15, 0.1, -5, -0.2
Cc1ccccc1Nc1ccc([N+](=O)[O-])cn1
    nt, -12, nt, nt, 15, 12, nt, -7, 0.6
Cc1ccc(S(=O)(=O)N2CCN(S(=O)(=O)N3CCCCC3)CC2)cc1C
    0.2, 5, -9, -2, -6, -8, 0.7, 9, 3.2
COCCNC(=O)C(=O)c1c(-c2ccccc2)[nH]c2ccccc12
    -0.8, 13, -1, -24, -13, -15, -0.9, 3, 0.3
COC(=O)c1ccc(C23CC4(C2)[C@H](CN(Cc2ccc(-c5ccccc5)cc2)[C@@H]4c2ccccc2)C3c2ccc(Cl)nc2)cc1 (stereo partly specified)
    0.5, nt, -8, -9, nt, -2, -0.1, nt, nt
O=C(NCCSCc1ccc(Cl)cc1Cl)c1ccc(CN2CCOCC2)cc1
    3.5, 19, -9, -6, -3, -1, 5.1, -3, 3.0
O=C(O)c1cc(-c2cccs2)[nH]n1
    0.6, 20, -2, -4, -6, 13, 0.4, -3, 0.1
Cc1nc(C(F)(F)F)nc(Nc2ccc(Br)cc2)c1C#N
    0.3, 19, -16, -12, -6, 0, -1.2, -9, 2.2
COc1ccc(C(=O)/C=C/Nc2c(C)n(C)n(-c3ccccc3)c2=O)c(OC)c1
    0.5, -13, -3, 3, -2, 10, 0.6, -3, -0.1
CCOc1ccc(/C=N/NC(=O)Cc2ccccc2)cc1CN1CC2CC(C1)c1cccc(=O)n1C2 (stereo unspecified)
    -0.4, 7, -33, -5, -17, -9, -1.5, nt, -0.7
CCc1ccc(-c2nc(CN3CCCC(C(=O)NCCc4ccc(OC)c(OC)c4)C3)c(C)o2)cc1 (stereo unspecified)
    5.1, 10, -15, -7, -3, 4, 5.1, 0, 1.2
Cc1nc(SCc2cccc(C(=O)O)c2)nc2c1CCCC2
    0.1, 20, -4, -9, -4, 5, -1.4, -2, 0.2
CCOC(=O)N1CCN(C(=O)Cn2c(C)cc3ccccc3c2=O)CC1
    -0.2, 10, -9, 2, -5, 8, -2.3, -12, -0.6
CC(/C=C/c1ccccc1)=N\NC(=O)CNC(=O)c1ccccc1Cl
    0.0, 14, -9, -5, 0, 9, -1.0, -9, 0.4
CC1S/C(=N/N=C/c2ccco2)N(Cc2ccccc2)C1=O (stereo unspecified)
    -0.6, 23, -27, -5, -12, -17, -2.3, -2, 1.0
CC1CCN(CC(=O)N2CCCc3c2c(=O)oc2ccc(OCc4ccccc4)cc32)CC1
    0.3, 17, -22, 0, -1, 1, -2.6, -1, -0.7
Cc1ccc(-c2nc3ccccc3c(=O)n2O)cc1
    -0.1, 3, 1, -8, -8, -6, -0.5, 10, -0.3
CCOC(=O)C1CCCN(S(=O)(=O)c2cc(OCC(=O)NC3CCCCC3)c(C)cc2Cl)C1 (stereo unspecified)
    2.4, 17, -11, -4, -7, 8, 1.8, -4, 1.2
CC1CCCCC1NC(=O)NC(=O)CCl (stereo unspecified)
    0.6, 13, -4, -2, -9, -2, 0.4, 6, 0.0
